RAD54 branch: blocks human RAD54 Holliday junction branch migration | Q92698 | FAM/BHQ fluorescence | inhibition, % at 10.4 µM | 0.14% of 360,000 active | AID 602329;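 active = mean normalized replicate activity at least 40 and at least half of replicates scoring 40 or more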;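 note: 0% = median of neutral control wells and 100% = median of positive control wells; inhibitors cause a drop in the FAM fluorescence signal; in these data hits start at about 50%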
Target sequence (Q92698 whole entry, looked up): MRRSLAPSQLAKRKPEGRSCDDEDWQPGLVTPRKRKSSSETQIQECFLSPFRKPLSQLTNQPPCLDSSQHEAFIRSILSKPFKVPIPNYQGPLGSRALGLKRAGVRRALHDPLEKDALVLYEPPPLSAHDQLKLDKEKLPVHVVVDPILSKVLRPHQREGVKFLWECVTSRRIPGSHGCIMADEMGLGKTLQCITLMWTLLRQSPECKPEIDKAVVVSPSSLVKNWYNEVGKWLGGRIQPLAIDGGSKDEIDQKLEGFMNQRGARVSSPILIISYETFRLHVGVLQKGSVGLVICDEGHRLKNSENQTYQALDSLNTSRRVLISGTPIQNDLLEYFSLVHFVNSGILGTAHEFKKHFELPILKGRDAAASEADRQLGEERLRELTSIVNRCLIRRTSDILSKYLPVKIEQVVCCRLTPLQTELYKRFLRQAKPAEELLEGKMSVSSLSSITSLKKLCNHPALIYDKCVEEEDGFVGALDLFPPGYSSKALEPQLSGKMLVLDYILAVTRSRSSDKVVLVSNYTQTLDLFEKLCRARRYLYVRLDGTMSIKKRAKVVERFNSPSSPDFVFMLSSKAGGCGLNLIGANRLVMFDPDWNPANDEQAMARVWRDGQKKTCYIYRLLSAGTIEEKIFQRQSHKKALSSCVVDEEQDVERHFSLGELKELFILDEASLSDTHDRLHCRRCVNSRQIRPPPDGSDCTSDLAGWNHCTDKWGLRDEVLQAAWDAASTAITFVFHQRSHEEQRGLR
Cneo AK release: causes C. neoformans cell lysis. adenylate kinase release luminescence, 4 h; normalised: neutral wells 0, clomiphene wells 100. lysis activity, % at 15 µM. 0.2% of 360,000 active. AID 651654;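 active = mean lysis activity across replicates of at least 80%, whatever share of replicates individually reach that level; inactive = mean lysis activity below 80%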
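Material – log-phase Cryptococcus neoformans yeast cells · Input – 5 × 10^6 yeast cells/mL · Medium – fresh YPD growth medium · Doses – single compound concentration per well · Timing – static 4 h at 37 °C with compound, 1 h detection · Detection – adenylate kinase release luminescence · Read-out – signal increase indicating cell lysis · Control set – Clomiphene as positive lysis control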
PglD DTNB: PglD (C. jejuni) enzyme inhibition. 0.098% of 360,000 active. inhibition, % at 12.5 µM. AID 602405. purified PglD enzyme, DTNB colorimetric CoA detection; in the data active = inhibition above about 16%, passing the limit was not always enough; note: strong numbers were not always called active
Starred values were filed as active, the others as inactive. Some of the compounds tested; rates above refer to the full screens.

structure | RAD54 branch | Cneo AK release | PglD DTNB
CCOC(=O)Cc1csc(NC(=O)CSc2nnnn2-c2ccc(CC)cc2)n1 | 7.4 | 2.0 | -6.7
C[C@@H](NC(=O)c1coc(=O)c(Br)c1)c1ccccc1 | 5.5 | -2.0 | -0.1
c1ccc(OCCN2CCN(Cc3nc(-c4ccc5c(c4)OCO5)no3)CC2)cc1 | -1.8 | -0.1 | 1.3
CCOc1nc(NCc2ccco2)nc(Nc2ccc(OC)cc2)n1 | 8.7 | -0.2 | -0.7
CC1CN(c2nc3ccccc3nc2C(C#N)C(=O)NCc2ccc3c(c2)OCO3)CC(C)O1 (stereo not drawn) | -13.5 | -3.5 | 3.9
O=C1c2ccccc2NC(c2ccccc2)N1Cc1ccco1 (stereo not drawn) | 3.7 | 0.3 | 0.7
CCOC(=O)[C@H]1[C@H]2COc3cc(OC)ccc3[C@@H]2N2C(=O)N(c3ccc(Br)cc3)C(=O)[C@@]12C | 6.9 | 1.6 | -1.8
O=C(OCc1nc2ccccc2s1)c1cccc(S(=O)(=O)N2CCOCC2)c1 | -4.7 | -0.9 | 1.2
COc1ccc([N+](=O)[O-])cc1NC(=S)Nc1ccccc1 | 1.7 | -1.8 | 0.7
Cc1ccccc1C(=O)Oc1ccc(Sc2ccc(O)cc2)cc1 | 5.6 | 10.1 | -1.5
C=CCN1C(=O)/C(=N/n2cnnc2)c2ccccc21 | -8.2 | 3.0 | -3.0
COc1ccc(-c2c(-c3cc(OC)c(OC)c(OC)c3)noc2C)cn1 | -2.0 | 0.9 | 0.9
COc1ccc(CNc2nc(NCc3ccc(OC)cc3)c3ncn(C4CCCC4)c3n2)cc1 | 0.4 | 1.8 | 0.3
CC(Sc1nc2ccccc2s1)C(=O)Nc1nnc(C(C)C)s1 (stereo not drawn) | -4.1 | 31.2 | -3.5
Cc1ccc(-n2ncc3c(=O)n(CC(=O)NC4CCCCC4)cnc32)cc1 | -3.7 | 2.0 | 4.9
CCc1ccc(N2CC(C(=O)NCc3ccco3)CC2=O)cc1 (stereo not drawn) | 1.4 | 0.6 | -0.3
COc1ccc(NC(=O)C(c2ccc(Cl)cc2)C(C)C)cn1 (stereo not drawn) | -11.7 | -4.0 | -2.8
Cc1nc(NCC2CCCO2)[nH]c(=O)c1CCC(C)C (stereo not drawn) | 2.6 | -1.8 | 7.5
CC(SCC(=O)NC(C)C1CC2CCC1C2)C(=O)O (stereo not drawn) | -4.0 | 1.6 | -5.0
COc1ccc(N=C2S/C(=C\c3ccc(C)o3)C(=O)N2CC(C)C)cc1 | -7.3 | -0.1 | -1.7
Cn1c(CN2CCCC(C(=O)c3ccc4c(c3)OCO4)C2)nc2ccccc21 (stereo not drawn) | -8.1 | 2.7 | 8.3
O=C(N/N=C/c1c(O)n(-c2ccc(Cl)cn2)c(=O)c2ccccc12)c1ccncc1 | -59.2 | -3.4 | -10.0
O=C(O)CN1C(=O)SC(Nc2ccccc2C(=O)O)C1=O (stereo not drawn) | -6.0 | 5.5 | 6.6
Cc1ccc(S(=O)(=O)c2nnn3c2nc(NC2CCN(Cc4ccccc4)CC2)c2ccccc23)cc1C | -11.9 | -0.8 | 4.3
COC(=O)c1cc2n3ccccc3c(C)c(-c3ccccc3)c-2c1C(=O)OC | -12.6 | -0.1 | 3.8
CC1=C(C#N)C(c2cccnc2)C2=C(CC(C)(C)CC2=O)N1 (stereo not drawn) | 3.3 | -1.8 | -1.9
COc1ccc(CN2CCN(C(=O)CC(C)C)CC2)cc1OC | -0.9 | -0.7 | 0.5
O=C(NCc1ccccc1)c1ccc(NC2=NC3CS(=O)(=O)CC3S2)cc1 (stereo not drawn) | -5.5 | -0.6 | 0.8
N#Cc1ccc(OCc2nnc(SCC(=O)c3ccccc3)n2-c2ccccc2)cc1 | 5.5 | -3.0 | 3.4
Cc1onc(-c2c(F)cccc2Cl)c1C(=O)OCN1C(=O)c2ccccc2C1=O | -1.6 | 0.2 | -1.0
Cc1c(N=Cc2nc3ccccc3[nH]2)c(=O)n(-c2ccccc2)n1C | -2.4 | -0.6 | -5.3
COc1cccc(CN2CCN(C(=O)CC(C)C)CC2)c1 | -2.3 | 3.0 | -0.3
COc1ccc(C2=CC(=O)C=CC2=O)cc1 | -3.6 | -4.0 | 1.0
O=C(N/N=C/c1cccc(Br)c1)c1ccc(Cn2cc(Br)cn2)o1 | -1.5 | 2.2 | -0.9
O=C(Nc1ccc(N2CCN(C(=O)c3ccc(Cl)cc3)CC2)cc1)c1ccc(Br)o1 | -0.8 | 1.2 | 1.8
CCCC(=O)Nc1ccccc1-c1nnn(CC(=O)Nc2ccc(OC)cc2)n1 | 5.8 | 3.2 | -4.8
CCSc1nnc(-c2sc3nnc(-c4ccccc4)c(-c4ccccc4)c3c2N)o1 | -10.6 | 0.9 | -1.2
Cc1nn(C)c(C)c1CN(C)C(=O)c1cc2n(n1)C(C(F)(F)F)CC(c1cccs1)N2 (stereo not drawn) | 7.1 | 2.9 | -3.4
COc1ccc(S(N)(=O)=O)cc1C(=O)NCCCN1CCN(c2ccc(C)cc2)CC1 | -3.2 | -2.6 | 3.6
CC(=O)Nc1cccc(-c2nc3ccc(NC(C)=O)cc3[nH]2)c1 | 7.8 | 13.7 | 0.0
COC(=O)c1sccc1NC(=O)Cn1cnc2c1c(=O)n(C)c(=O)n2C | -7.9 | 2.5 | -6.6
Cc1cccc(OCCn2c(=S)[nH]c3ccccc32)c1 | 3.8 | 26.7 | 2.7
COc1ccc2nc(SCc3nc(N)nc(Nc4ccccc4)n3)[nH]c2c1 | 1.9 | -4.2 | -3.7
CN1C(=O)N(C)C2(c3ccccc3)Nn3c(s/c(=C/c4ccccc4)c3=O)=NC12c1ccccc1 (stereo not drawn) | -6.6 | -2.4 | -3.0
Cc1ccc(-n2c(SCC(=O)Nc3ccc4cn[nH]c4c3)nnc2-c2ccco2)cc1 | -6.1 | -2.6 | 1.1
CC(=O)Nc1nc(=S)ss1 | -2.2 | 1.4 | -0.2
O=C(COc1ccc(Br)cc1)Nc1ccncc1 | 10.5 | 1.0 | 6.3
COCCn1c(-c2ccco2)nc2nc3ccccc3nc21 | -9.9 | -12.7 | -7.9
CN1C(=O)N(CN2CCCCC2)C2C1N(C)C(=O)N2CN1CCCCC1 (stereo not drawn) | -3.3 | -1.3 | 2.3
Cc1cc(C)n(-c2nc3c(c(=O)[nH]c(=O)n3C)n2C(C)C)n1 | -5.6 | 3.6 | 4.1
CC1N/C(=C\C(=O)c2ccccc2)N(O)C1(C)C (stereo not drawn) | 8.6 | 2.6 | -3.1
CCc1ccc(OCc2ccc(C(=O)NCc3ccccn3)o2)cc1 | -1.6 | -0.4 | -1.1
CN(C)C1CCN(Cc2cc(COCc3ccccc3)c3cccnc3c2O)C1 (stereo not drawn) | -10.9 | 6.7 | -1.9
COc1ccc(CCCc2nnc(SCC(=O)Nc3ncc(C)s3)o2)cc1 | -2.6 | 1.0 | 4.2
CC(=O)Oc1cccc(N2C(=O)C3CC=C(Cl)CC3C2=O)c1 (stereo not drawn) | -4.3 | -3.0 | 2.0
COC(=O)NCc1ccc(CNC(=O)OC)cc1 | 5.8 | 3.7 | -4.6
CC1(C)CC(=Cc2cc(O)ccc2[N+](=O)[O-])C(=O)c2ccccc21 | 0.2 | -3.0 | -6.2
CCCOc1ccc(C2/C(=C(\O)c3c(C)[nH]c(C(=O)OC)c3C)C(=O)C(=O)N2CCN(C)C)cc1 (stereo not drawn) | -4.5 | 2.7 | -4.3
COc1ccc(CCNC(=O)C2=COCCO2)cc1 | -6.9 | 1.2 | 0.2
COC(C/C=C/C(=O)[C@H](C)OCc1ccccc1)OC | -13.7 | 2.5 | 3.3

4 entries picked at random from the list so far:
structure | RAD54 branch | Cneo AK release | PglD DTNB
CN1C(=O)N(C)C2(c3ccccc3)Nn3c(s/c(=C/c4ccccc4)c3=O)=NC12c1ccccc1 (stereo not drawn) | -6.6 | -2.4 | -3.0
CC(=O)Nc1cccc(-c2nc3ccc(NC(C)=O)cc3[nH]2)c1 | 7.8 | 13.7 | 0.0
CC1N/C(=C\C(=O)c2ccccc2)N(O)C1(C)C (stereo not drawn) | 8.6 | 2.6 | -3.1
CC1(C)CC(=Cc2cc(O)ccc2[N+](=O)[O-])C(=O)c2ccccc21 | 0.2 | -3.0 | -6.2

Next results follow.
structure | RAD54 branch | Cneo AK release | PglD DTNB
CCN(CC)CC(=O)Nc1cccc2c1C(=O)c1ccccc1C2=O | 70.4* | -2.5 | 7.5
O=C1CS/C(=N\c2ccccn2)N1C1CCCCC1 | 4.3 | -0.4 | -4.4
OC(CNCc1cccs1)c1ccccc1 (stereo not drawn) | 3.0 | 3.8 | -4.7
CCCOc1ccc(N2C(=O)CC(N(Cc3ccc(S(N)(=O)=O)cc3)C(=O)CC)C2=O)cc1 (stereo not drawn) | 0.5 | 2.5 | -0.5
CCCCS(=O)CC(COCc1ccccc1)OC(=O)CSc1nc(C)cc(C)n1 (stereo not drawn) | -7.6 | -1.6 | -1.0
CC(=O)CSc1ncnc2nc[nH]c12 | 1.8 | -0.9 | 2.6
CCCn1c(SCC(=O)c2cc(C)ccc2C)n[nH]c1=O | -8.8 | 3.7 | 4.9
CCCC(=O)N=C1SC2CS(=O)(=O)CC2N1c1ccc(CC)cc1 (stereo not drawn) | -4.1 | -1.0 | 5.7
COC(C)(C)[C@]12CC(O)(c3ccccc3)ON1[C@H]1CCCCC1N2O (stereo partly drawn) | -2.1 | -0.7 | 1.4
NC(=O)NCC12CC3CC(CC(C3)C1)C2 | 8.3 | 5.0 | 3.3
Cc1ccc2c(c1)cc1c(=O)n(CC(=O)NCc3ccccn3)nc(C)n12 | 3.8 | 2.4 | 6.0
C=CCSC1=N/C(=C\c2ccc(C)o2)C(=O)S1 | -7.1 | -3.3 | -4.2
CC(=O)N(Cc1cc(=O)[nH]c2ccccc12)c1ccccc1 | 3.4 | -0.2 | -0.3
O=[N+]([O-])c1ccc2c(c1)C(O)n1nc(-c3ccc(Cl)cc3Cl)nc1S2 (stereo not drawn) | -0.1 | -0.5 | -2.9
COC(=O)C1=C(C(=O)c2ccccc2)C(c2ccc(O)c(OC)c2)n2nnnc2N1 (stereo not drawn) | -7.3 | -3.9 | -2.2
CCCCCCCCCC[N+](C)(C)CC/C=C1/c2ccccc2Sc2ccc(Cl)cc21 | 29.6 | 9.0 | -3.2
CC(C)C[C@@H]1NC(=O)[C@H](Cc2ccc(O)cc2)NC(=O)c2cc([N+](=O)[O-])cc(I)c2NCCC[C@@H](C(N)=O)NC1=O | -3.8 | 3.7 | -4.8
COC(=O)c1cc(-c2ccc3c(c2)OCO3)nc2ccccc12 | 6.3 | -5.0 | 2.1
O=C(CN1CCCCC1)Nc1cccc(Br)c1 | -7.7 | 4.0 | 2.4
Cc1ccc(-n2nnnc2Sc2nc([N+](=O)[O-])nn2C)cc1C | 5.5 | 0.0 | 3.7
N=c1c2c(-c3ccccc3)c(-c3ccccc3)n(Cc3ccccc3)c2ncn1CCCn1ccnc1 | 6.3 | 3.4 | -1.2
O=C(OCc1cc2ccccc2[nH]c1=O)c1ccccc1 | -3.8 | 0.3 | 3.9
Cc1cc(C)c(C#N)c(OCC(=O)Nc2ccccc2)n1 | -4.6 | -0.1 | -5.1
COc1ccc([C@H]2[C@H](C(=O)OC(C)(C)C)N3N=Cc4ccccc4C3C23C(=O)c2ccccc2C3=O)cc1OC (stereo partly drawn) | -12.3 | -3.9 | -5.2
Cc1ccc(-c2ccc(/C=N/c3ncn[nH]3)o2)cc1Cl | 2.4 | 23.1 | -0.6
CCn1c(NCc2ccccc2Cl)nc2ccccc21 | -0.9 | -6.0 | 10.8
CCCCNc1c(-c2ccc(SC(C)CC)cc2)nc2cnccn12 (stereo not drawn) | -10.3 | -4.7 | 4.9
Cc1cccc(-n2c(-c3ccncc3)n[nH]c2=S)c1 | -3.3 | -0.6 | 1.5
COc1ccc(OCC(O)CNCc2ccco2)cc1 (stereo not drawn) | 4.8 | 8.8 | -1.2
CCn1c(=O)c(C(=O)NNS(=O)(=O)c2ccc(C)cc2)c(O)c2ccccc21 | 5.6 | -1.9 | 7.3

Rewritten as labelled records: entries from further up
NC(=O)NCC12CC3CC(CC(C3)C1)C2
  RAD54 branch: 8.3
  Cneo AK release: 5.0
  PglD DTNB: 3.3
C=CCSC1=N/C(=C\c2ccc(C)o2)C(=O)S1
  RAD54 branch: -7.1
  Cneo AK release: -3.3
  PglD DTNB: -4.2

Part of the list above in another layout:
CCCC(=O)N=C1SC2CS(=O)(=O)CC2N1c1ccc(CC)cc1 (stereo not drawn)
  RAD54 branch: -4.1	Cneo AK release: -1.0	PglD DTNB: 5.7

CC(C)C[C@@H]1NC(=O)[C@H](Cc2ccc(O)cc2)NC(=O)c2cc([N+](=O)[O-])cc(I)c2NCCC[C@@H](C(N)=O)NC1=O
  RAD54 branch: -3.8	Cneo AK release: 3.7	PglD DTNB: -4.8

The results go on.
structure | RAD54 branch | Cneo AK release | PglD DTNB
NCCCC[C@@H]1NC(=O)[C@H](CCC(=O)O)NC(=O)c2cc([N+](=O)[O-])cc(I)c2OCC[C@@H](C(N)=O)NC1=O | -15.6 | 2.4 | -0.5
CCOC(=O)Cc1csc(NC(=O)CSc2nncn2C)n1 | 5.4 | -2.4 | -1.3
Nc1ncnc2c1CCC2 | 10.8 | -5.8 | -4.6
COCCn1c(=NC(=O)c2cc(Cl)sc2Cl)sc2cc(S(N)(=O)=O)ccc21 | -3.9 | -2.5 | 2.9
Cc1ccc([N+](=O)[O-])cc1NC(=O)CN(C1CCCCC1)S(=O)(=O)c1ccc(Cl)cc1 | 3.6 | 0.1 | -2.6
CC(C)=C[C@@H]1C[C@H](C)[C@H]2CC[C@H](C)c3c(O[C@@H]4O[C@@H](C)[C@@H](O)[C@@H](O)[C@@H]4O)c(O)c(C)c1c32 | -8.5 | 5.2 | -3.4

Source: PubChem BioAssay
